# High-throughput results deposited in PubChem BioAssay by several laboratories.
# E-sel TNF inh – TNF alpha driven E-selectin expression inhibition. AID 1246. HUVEC TNFa-induced E-selectin immunofluorescence, high content. 120,000 compounds, 0.71% hits. inhibition, % at 2 µM;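 active = inhibition above the batch mean plus 3 SD, and confirmed as a hit on visual image review, cut at about 43% in these data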;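 also: 0% = TNF-stimulated DMSO wells and 100% = unstimulated control wells; not every result past the cut was called active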
# GALR2 blocker – GALR2 (human) receptor antagonism | GALR2-expressing cells, antagonist mode | O43603 | AID 828 | inhibition, % at 4 µM | 140,000 compounds, 0.39% hits; in the data active = inhibition above about 27%;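 also: cells stimulated with galanin 1-16 at roughly its EC80; 0% = agonist challenge control and 100% = basal control without agonist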
# Target sequence (O43603 whole entry, looked up): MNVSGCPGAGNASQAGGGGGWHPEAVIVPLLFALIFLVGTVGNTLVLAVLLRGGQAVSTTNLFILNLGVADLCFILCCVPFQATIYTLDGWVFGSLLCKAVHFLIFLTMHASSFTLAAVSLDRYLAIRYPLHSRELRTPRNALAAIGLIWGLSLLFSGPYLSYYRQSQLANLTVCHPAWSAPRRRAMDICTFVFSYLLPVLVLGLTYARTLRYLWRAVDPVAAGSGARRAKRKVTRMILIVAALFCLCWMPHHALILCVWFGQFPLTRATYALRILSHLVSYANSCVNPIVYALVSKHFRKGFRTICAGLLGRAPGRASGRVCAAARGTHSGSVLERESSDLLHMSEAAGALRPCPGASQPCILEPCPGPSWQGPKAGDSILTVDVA
# HCT116 bCat-KO – beta-catenin-lacking colon tumor cell growth suppression; 140,000 compounds, 1.5% hits; viability, % at 10 µM; HCT116 beta-catenin knockout viability, CellTiter-Glo, 60 h; active compounds read low;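 active = viability at or under a set limit, the compound median less 4 SD, cut at about 6% in these data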;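 also: 0% = Hyamine 1622 control at 20 µM and 100% = untreated cell control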
# MRP-1 activ – activates MRP-1; H69AR cells + doxorubicin, viability rescue, CellTiter-Glo; viability increase, % at 10 µM; 140,000 compounds, 0.61% hits;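 active = viability gain under doxorubicin at or above a set limit, the compound median plus 3 SD, cut at about 4.7% in these data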;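 also: MRP-1 overexpressing cells given doxorubicin 25 µM after compound pretreatment; 18-22 h compound pretreatment then 72 h with doxorubicin before readout; 0% = doxorubicin-only wells and 100% = vehicle-treated cells without doxorubicin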
# PTEN del growth – PTEN-deleted cell growth suppression | HCT116 PTEN-null viability, CellTiter-Glo, 60 h; active compounds read low | viability, % at 10 µM | 140,000 compounds, 1.2% hits | AID 827;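 active = viability at or below a set limit, 4 SD under the median of all tested compounds, cut at about 3.7% in these data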;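 also: PTEN knockout HCT116 line with beta catenin targeted HCT116 as companion control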
# Yeast growth inh – reduces growth of yeast BB579 in restrictive medium | inhibition, % at 10 µM | 140,000 compounds, 0.51% hits | S. cerevisiae BB579 growth, OD615, 48 h;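 active = inhibition above a set limit, 3 SD over the mean compound inhibition, cut at about 44% in these data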; also: inactives centre near -24
#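 controls = amphotericin B 10 µg/mL, positive | assay system = DeaD yeast strain BB579 | schedule = 48 h compound exposure at 30 °C after 4 h preincubation | detection = OD615 turbidity measurement | medium = restrictive CSMM-D medium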
# NPY Y2 blocker – NPY-Y2 (human) receptor antagonism. NPY-Y2 expressing cells, antagonist mode. P49146. inhibition, % at 2.7 µM. 140,000 compounds, 0.99% hits; in the data active = inhibition above about 17%;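 also: 0% = vehicle with agonist challenge and 100% = reference antagonist with challenge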
# Target sequence (P49146 whole entry, looked up): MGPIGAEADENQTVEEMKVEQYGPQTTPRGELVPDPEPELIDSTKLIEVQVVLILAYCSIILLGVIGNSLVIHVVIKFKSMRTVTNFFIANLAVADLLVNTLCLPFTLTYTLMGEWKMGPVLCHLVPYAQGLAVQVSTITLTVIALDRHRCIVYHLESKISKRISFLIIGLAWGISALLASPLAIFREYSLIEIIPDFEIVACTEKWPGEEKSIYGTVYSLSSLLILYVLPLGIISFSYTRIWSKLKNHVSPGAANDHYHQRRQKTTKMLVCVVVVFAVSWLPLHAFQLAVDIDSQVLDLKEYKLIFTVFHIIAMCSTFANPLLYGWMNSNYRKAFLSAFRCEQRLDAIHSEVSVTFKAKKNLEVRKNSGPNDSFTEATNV
# Measles CPE – protection of cells from measles virus; protection (pct of control), % at 4 µM; 140,000 compounds, 1.5% hits; Measles virus-infected cells, CPE protection, absorbance; in the data active = protection mostly above about 24%, no sharp cut-off; inactive = mostly below about 26%; also: some compounds called inactive have numbers as strong as hits
# Yeast lifespan up – yeast lifespan extension; S. cerevisiae growth with nicotinamide, OD615; deaD strain in restrictive glucose medium; inhibition of the nicotinamide effect, % at 10 µM; 130,000 compounds, 0.68% hits;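 active = inhibition above a set limit, placed 3 SD over the median of all compounds, cut at about 26% in these data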;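 also: 0% = nicotinamide-treated wells and 100% = cells grown without nicotinamide; some compounds called inactive have numbers as strong as hits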
#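 System: Modified budding yeast, DeaD strain | Buffer or medium: Restrictive glucose medium | Also added: 1.5 mM nicotinamide | Doses: 10 µM single point, 0.25% DMSO | Schedule: 48 h compound exposure at 30 °C, humidified | Detection: Absorbance at 615 nm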
# Phagocytosis inh – macrophage phagocytosis inhibition | 110,000 compounds, 0.07% hits | J774A.1 macrophage IgG-bead phagocytosis, imaging | inhibition, % at 5 µM | AID 1029;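 active = inhibition above the mean of the plate negative controls plus 5 SD, cut at about 13% in these data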;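 also: phagocytic index as fraction of beads internalized from green versus red external bead signal; plate controls were DMSO negative control for no effect and cytochalasin-D positive control for full effect; some results beyond the cut were filed as inactive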
# Starred values were filed as active, the others as inactive; · = no result given.
Molecule	E-sel TNF inh	GALR2 blocker	HCT116 bCat-KO	MRP-1 activ	PTEN del growth	Yeast growth inh	NPY Y2 blocker	Measles CPE	Yeast lifespan up	Phagocytosis inh
CC1=NN(C(=O)Cc2ccc([N+](=O)[O-])cc2)C(O)(c2cccnc2)C1 (stereo unspecified)	-54	6	93	-0.1	102	-8	3	10	0	-1
COc1ccc(C2CC(=O)N3C(=C2C#N)SCC3(O)c2ccccc2)cc1 (stereo unspecified)	·	9	24	-2.3	42	-15	1	4	-3	2
CS(=O)(=O)c1nc(-c2ccccc2)cc(C(F)(F)F)n1	·	54*	98	-5.5	106	-36	2	-1	75*	·
COC(=O)c1sccc1NC(=O)CSc1ccccc1NS(=O)(=O)c1cc(Cl)ccc1Cl	·	-8	69	-2.4	63	-49	7	5	2	0
CCN(CC)S(=O)(=O)c1cccc(-c2nnc(SCC#N)n2Cc2ccccc2)c1	-5	2	83	-1.4	86	-59	8	5	-2	0
O=C(c1ccc2c(=O)n3c(nc2c1)CCCCC3)N1CCN(C(c2ccccc2)c2ccccc2)CC1	17	-4	72	-4.0	59	-12	-2	42*	-13	0
COc1ccc(Cc2nc3ccccc3n2CC(=O)N/N=C/c2ccccc2)cc1OC	·	5	96	0.1	97	-24	1	22	8	0
CC(=O)Oc1ccc(OC(C)=O)c(SCCCCCN2CCOCC2)c1	-6	20	48	-4.5	38	-3	-2	10	-8	·
C=CCOc1ccc(/C(O)=C2/C(=O)C(=O)N(CCN3CCOCC3)C2c2ccc(C)cc2)cc1 (stereo unspecified)	-13	9	96	-0.9	100	-8	6	3	-11	-4
Cc1c(C=O)c(C=O)c(C)n1Cc1ccccc1	-1	18	10	-5.5	9	-1	4	5	-6	·
CCOc1ccc(NC(=O)CSc2nc3ccccc3c(=O)n2CCCC(=O)N2CCCC2)cc1	-3	-10	99	-1.7	92	-42	-1	4	-2	1
COc1ccc(NC(=O)c2cc(OC)c(OC)c(OC)c2)cn1	7	12	102	-2.3	92	-6	0	3	-24	-2
Cc1[nH]c2ccc(-c3n[nH]c(=S)n3-c3ccccc3)cc2c1C	·	-5	95	-0.5	100	-23	1	30	1	-2
COc1ccc(C(=O)N(CN2CCCC2=O)c2ccccc2OC)cc1OC	13	-4	98	-1.5	106	-38	3	23	-5	0
O=C(O)c1ccc(N2C(=O)CC(SC(=Nc3ccccc3)Nc3ccccc3)C2=O)cc1 (stereo unspecified)	2	-2	100	0.3	99	-40	2	5	-4	-4
Cc1cc(NC(=O)CCSc2nc(-c3ccco3)cc(C(F)(F)F)n2)no1	9	5	96	-2.4	103	-33	5	11	1	0
CCN(CC)c1ccc(NC(=O)COC(=O)CSc2ccc(Br)cc2C)cc1	-2	-2	88	-0.3	92	-41	6	10	1	1
Cc1cc(COc2ccccc2O)on1	14	7	101	-1.7	99	-22	0	12	-3	0
Cn1nc(C(=O)N2CCN(S(=O)(=O)c3ccccc3)CC2)c2ccccc2c1=O	0	-10	106	0.2	92	-36	4	6	-10	1
O=C(CN1CCN(S(=O)(=O)c2ccc(Br)cc2)CC1)N/N=C/c1cc([N+](=O)[O-])ccc1Cl	3	11	96	-2.4	96	7	2	10	-3	-8
COc1ccc(C(=O)NC2CCN(C(=S)Nc3cc(C)ccc3C)CC2)cc1	30	10	91	-1.1	107	-31	2	10	-13	2
CCOC(=O)C(NC(=O)Nc1ccc(F)cc1F)(Oc1ccccc1)C(F)(F)F (stereo unspecified)	·	0	92	-0.3	94	-5	1	12	6	6
CCNC(=O)NCCc1c[nH]c2ccc(Cl)cc12	-9	0	110	0.3	99	-29	0	7	-11	1
N#Cc1c(N)nc2c3c(sc(=N)c2c1N)NC(=O)CC3c1ccccc1 (stereo unspecified)	-42	-8	88	-5.6	80	-33	19*	12	-8	0
CCc1ccc(C(=O)NCc2cccs2)s1	-14	9	94	-1.4	90	-19	1	5	-14	-3
CCc1nnc(NC(=O)CSc2nnc(-c3ccoc3C)n2-c2ccc(C)cc2)s1	-7	0	92	-2.0	106	-34	-1	22	-2	0
Cc1ccc(-n2c(N)c(C(=O)NCc3cccnc3)sc2=S)cc1	21	12	94	-0.2	90	-24	0	22	-22	·
N#C/C(=C\c1ccccc1)C(=O)Nc1cc(S(=O)(=O)N2CCOCC2)ccc1N1CCCC1	13	5	94	-0.4	90	5	1	2	8	0
CCn1c(/C=C/c2ccc([N+](=O)[O-])o2)nc2ccccc2c1=O	16	20	2.6*	-7.2	2.5*	13	-1	28	16	·
COc1ccc(C2(c3ccc(OC)cc3)NC(=O)N(Cn3nnc4ccccc4c3=O)C2=O)cc1	-1	-4	82	-2.0	80	-35	-2	3	0	1
CCC1(C)CC(c2csc(N)n2)CCO1 (stereo unspecified)	-17	5	83	-1.4	87	5	3	65*	10	-1
CC(=O)Nc1ccc(/C(C)=N/NC(=O)C2CC2c2ccccc2)cc1 (stereo unspecified)	·	8	95	0.4	101	-32	1	7	-3	-1
COc1ccc(-c2cc(C(=O)N3CC4(C)CC3CC(C)(C)C4)no2)cc1OC (stereo unspecified)	-11	6	64	-1.0	70	-54	-2	8	-12	1
O=C(CSc1nc(-c2ccccc2)cs1)Nc1ccccc1[N+](=O)[O-]	·	5	80	-1.5	81	-31	4	9	4	-8
CCCCn1nc2cc(C(=O)NCc3ccc4c(c3)OCO4)ccc2c1OCC	·	4	100	0.8	102	-31	0	23	-3	-1
CCC(C)NC(=O)CN1C(=O)CC(C)(C)S(=O)(=O)c2ccccc21 (stereo unspecified)	-13	13	105	-0.5	91	-13	2	24	-7	0
CC(C)(C)c1nc(SCC(=O)Nc2ccc(N3CCOCC3)cc2)c2ccccc2n1	1	7	72	-5.5	50	-13	-4	8	5	·
CC#C[C@]1(O)CC[C@H]2[C@@H]3CCC4=CC(=O)CCC4=C3[C@@H](c3ccc(N(C)C)cc3)C[C@@]21C	·	11	65	-2.8	42	-35	-1	33	2	·
Cc1cc(C)cc(NC(=O)c2cccc(NC(=O)C3C4CC5OC(=O)C3C5C4)c2)c1 (stereo unspecified)	-1	-18	101	-3.7	101	11	1	2	-4	·
O=C(COc1ccc(F)cc1)N(c1ccccn1)C1CCCCC1	3	-5	85	-3.2	87	-7	2	10	3	-11
CCOc1ccc(CCNC(=O)C2CCN(S(=O)(=O)N3CCOCC3)CC2)cc1OCC	·	-2	88	-1.8	93	-27	0	26	1	·
COC(=O)N/N=C(\C)c1ccc(Br)cc1	-4	-16	100	2.9	94	-22	2	8	-8	·
C=C(C)CNC(=S)NNC(=O)CCn1c2ccccc2c2ccccc21	14	-5	82	-0.2	87	-28	-1	8	8	0
Oc1ccc(-c2csc(-c3c[nH]c4ccccc34)n2)c(O)c1	·	6	28	-2.4	22	-23	-1	8	-5	6
Cn1c(SCc2nc3ccccc3s2)nnc1-c1cccs1	-32	-2	88	-3.0	83	-37	-1	5	-4	-1
N#C/C(=C/c1ccc(-c2ccc(C(=O)O)c(Cl)c2)o1)C(=O)NCC1CCCO1 (stereo unspecified)	·	-4	89	3.4	105	6	4	22	-5	-6
COC(=O)c1ccccc1NC(=O)CNC(=O)c1ccco1	-3	-3	92	-1.4	97	-22	2	23	-6	0
CC1CCc2nn(CC(=O)NCc3ccco3)cc2C1 (stereo unspecified)	-5	14	93	-3.1	87	1	5	1	-8	0
COc1ccccc1-n1c(SCC(=O)Nc2ccccc2F)nc2[nH]ncc2c1=O	12	-3	93	-2.1	81	-13	7	6	-19	·
Cc1ccc(C(=O)N/C(=C/c2ccc(-c3cc(C(F)(F)F)ccc3Cl)o2)C(=O)NCc2cccnc2)cc1	·	-2	63	-4.1	61	-15	4	3	-4	0

# (list continues)
Molecule	E-sel TNF inh	GALR2 blocker	HCT116 bCat-KO	MRP-1 activ	PTEN del growth	Yeast growth inh	NPY Y2 blocker	Measles CPE	Yeast lifespan up	Phagocytosis inh
COc1ccc(O)c(/C=N/Nc2nc(Nc3ccccc3)nc(-n3nc(C)cc3C)n2)c1	-13	12	44	-3.3	28	-22	-2	5	-6	0
Cc1cc2nc(-c3ccc(SCC(=O)Nc4ccc(S(=O)(=O)N5CCCC5)cc4)nc3)[nH]c2cc1C	·	9	76	-3.5	73	-46	4	6	3	-1
COc1ccc(N(C(=O)c2ccccc2OC(C)=O)C(C)C2CC2)cc1 (stereo unspecified)	-17	12	78	-4.4	79	-9	3	6	0	0
COC(=O)c1ccc(NC(=O)CCS(=O)(=O)c2ccc(Br)s2)cc1	-6	10	90	-2.1	88	-29	2	15	-3	-2
COC(=O)CSc1nc2ccc(NC(C)=O)cc2s1	-28	-7	99	0.2	97	-24	2	17	-15	-2
COc1ccc(-n2ccc(=O)c3c2CCCC3=O)cc1	33	5	94	-0.9	102	-46	1	22	-1	0
CCC(=O)Nc1ccc(N2CCN(C(=O)c3ccccc3C)CC2)cc1	-13	-19	94	-0.6	92	-51	4	3	-11	1
COc1ccc(OCC(=O)NNC(=O)Cc2coc3cc(OC)ccc23)cc1	31	-3	97	0.9	108	-37	2	2	3	-3
CN(C)C(=O)c1noc2cc([N+](=O)[O-])ccc12	-31	-3	101	0.1	105	-16	2	11	-18	1
Cc1cccc(NC(=O)c2ccc(S(=O)(=O)N(C)C)cc2)c1	-11	9	79	-0.7	72	-1	1	2	-11	0
Cc1onc(-c2ccccc2Cl)c1C(=O)Nc1cccc(-c2cn3cccnc3n2)c1	-15	11	71	-0.5	71	-44	-1	29	-4	0
O=C(COc1ccccc1C(=O)c1cnn(-c2ccccc2)c1)Nc1ccc2ccccc2c1	0	-13	66	2.6	59	-21	2	2	-8	-7
Cc1sc2nc(CSc3nnnn3-c3ccc(Cl)cc3)[nH]c(=O)c2c1C	-9	-19	77	-0.8	86	-37	6	18	3	-6
O=C(CCCCO)CCCCCCCC[C@H]1N[C@H](CO)[C@H](O)[C@@H]1O[C@@H]1O[C@H](CO)[C@@H](O)[C@H](O)[C@H]1O	-23	3	93	-1.1	98	-51	1	4	1	·
CCCC(=O)Nc1ccc(NC(=O)c2ccccc2Cl)nc1	-5	0	52	-3.1	45	-20	1	9	-3	3
COC(=O)c1ccc(CSc2nnc(SCc3ccc(C(=O)OC)o3)s2)o1	-1	-8	99	0.2	94	-35	10	6	-4	-1
CC(=O)Nc1nonc1NC(=O)CSc1ncn[nH]1	-3	8	102	0.6	114	9	-3	19	-3	0
Cc1ccc(S(=O)(=O)N2CCC(C(=O)NCCc3ccccc3)CC2)cc1	16	-1	94	-0.9	101	-28	1	9	15	0
Cc1cccc(C(C)C)c1NC(=O)COC(=O)Cc1ccsc1	·	-5	92	1.0	101	-12	2	2	-4	-7
